# NadD inh: inhibitors of Staphylococcus aureus NadD. purified NadD enzyme, colorimetric absorbance read-out. AID 602399. actives 0.78% (n = 360,000). inhibition, % at 20 µM; in the data active means inhibition above about 26%; further: some compounds past the cut are filed as inactive
# Scp-1 inhibitor: blocks human Scp-1 phosphatase activity. Q9GZU7. Recombinant Scp1, phosphopeptide, malachite green phosphate absorbance. actives 0.88% (n = 340,000). inhibition, % at 20 µM;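 active means inhibition above about 50% at 20 µM, limit read from the data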;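 further: plate controls were DMSO wells with enzyme for no effect and wells lacking enzyme for full effect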
#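 Material – SCP-1 phosphatase catalytic domain, residues 76-261 · Buffer or medium – Acidic Tris acetate buffer with magnesium and detergent · Also added – Phospho 17-mer peptide substrate · Compound – single 20 µM dose, 1% DMSO · Times – 45 min room-temperature reaction, 5 min colour, 30 min stabiliser · Technique – Phosphate-binding colour reagent, absorbance read at 630 nm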
# CSN deneddyl inh: inhibitors of human CSN-mediated cullin deneddylation; Purified CSN, SCF-Nedd8-OG deneddylation, fluorescence polarization; inhibition, % at 12.5 µM; actives 0.38% (n = 360,000);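 active means pattern-corrected inhibition above about 35%, with an unprinted fluorescence ratio check between 0.5 and 1.5, limit read from the data, passing the limit was not always enough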;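 further: 0% = enzyme with substrate and 100% = substrate without enzyme; some results filed as inactive read as strong as hits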
#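 Test system: purified human Csn5 enzyme expressed in HEK293T cells. Amount: 0.24 nM enzyme. Reagent: SCFSkp2-Nedd8OG substrate at 10 nM final. Schedule: 90 min incubation of compound, enzyme and substrate at room temperature. Detection: fluorescence polarization. Read-out: % inhibition of substrate cleavage by Csn5.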
# DNMT1 inh: DNMT1 (human) enzyme inhibition; P26358; DNMT1 molecular beacon, Hinp1I cleavage, fluorescence; AID 588458; inhibition (reported as % activation of signal), % at 10 µM; actives 0.83% (n = 360,000); in the data active means inhibition above about 50%
# Target sequence (P26358 504-1616 limits assumed): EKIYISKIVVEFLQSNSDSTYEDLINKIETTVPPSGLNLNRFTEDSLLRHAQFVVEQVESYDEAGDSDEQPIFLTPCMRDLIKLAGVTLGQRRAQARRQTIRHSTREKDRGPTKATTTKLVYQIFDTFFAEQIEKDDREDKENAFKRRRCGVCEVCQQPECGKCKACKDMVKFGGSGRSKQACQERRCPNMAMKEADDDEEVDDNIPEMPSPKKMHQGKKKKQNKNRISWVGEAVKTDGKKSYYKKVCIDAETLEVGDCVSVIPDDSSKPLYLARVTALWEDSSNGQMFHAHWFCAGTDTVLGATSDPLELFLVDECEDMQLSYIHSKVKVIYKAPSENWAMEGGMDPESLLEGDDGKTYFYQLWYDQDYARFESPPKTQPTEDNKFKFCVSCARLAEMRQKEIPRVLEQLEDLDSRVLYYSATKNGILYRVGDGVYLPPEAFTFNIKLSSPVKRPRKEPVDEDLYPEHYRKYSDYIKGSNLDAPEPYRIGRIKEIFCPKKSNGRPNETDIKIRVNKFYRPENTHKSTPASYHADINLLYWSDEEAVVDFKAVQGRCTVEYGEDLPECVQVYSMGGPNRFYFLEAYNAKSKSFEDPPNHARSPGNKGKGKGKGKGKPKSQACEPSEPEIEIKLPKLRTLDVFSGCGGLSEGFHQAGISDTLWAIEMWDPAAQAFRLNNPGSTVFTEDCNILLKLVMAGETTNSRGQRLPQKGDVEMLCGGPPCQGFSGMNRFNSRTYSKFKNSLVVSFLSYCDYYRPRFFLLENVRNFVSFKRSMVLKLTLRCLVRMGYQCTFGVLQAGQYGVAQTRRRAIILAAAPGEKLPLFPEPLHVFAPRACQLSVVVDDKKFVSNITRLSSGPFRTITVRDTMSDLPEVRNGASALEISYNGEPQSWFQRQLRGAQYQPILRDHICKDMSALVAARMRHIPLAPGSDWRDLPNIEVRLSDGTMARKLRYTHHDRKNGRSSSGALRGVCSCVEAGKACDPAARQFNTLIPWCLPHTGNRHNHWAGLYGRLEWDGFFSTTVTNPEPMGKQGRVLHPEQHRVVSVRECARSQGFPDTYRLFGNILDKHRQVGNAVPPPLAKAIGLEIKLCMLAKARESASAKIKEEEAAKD
# MsrA inhibitor: inhibitors of bovine MsrA. purified bovine MsrA, absorbance read-out. inhibition, % at 15.5 µM. actives 0.75% (n = 360,000). AID 651718; in the data active means inhibition above about 4.5%;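 further: 0% = vehicle wells with enzyme and 100% = reference inhibitor wells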
# Tb MetRS inh: Trypanosoma brucei MetRS inhibition. inhibition, % at 11.9 µM. AID 624268. purified T. brucei MetRS, ATP depletion, Kinase-Glo luminescence. actives 0.4% (n = 360,000);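 active means inhibition above a per-plate cutoff of the control wells' mean inhibition plus 3 SD, cut at about 5.5% in these data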;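 further: 0% = DMSO wells median and 100% = median of wells with control inhibitor compound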
#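 Test system – parasite MetRS enzyme · Reagent – substrates ATP, L-methionine and bulk Escherichia coli tRNA · Doses – 11.9 µM compound single dose, 0.9% DMSO · Times – 15 min enzyme-compound preincubation, 2 h reaction, 10 min detection, 25 °C · Signal – Kinase-Glo luminescence, ATP depletion format · Controls – DMSO-only wells as low control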
# STEP inh: blocks human striatal-enriched tyrosine phosphatase. recombinant STEP, OMFP fluorogenic substrate, fluorescence. inhibition, % at 20 µM. P54829. actives 0.25% (n = 360,000). AID 588621;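 active means inhibition at 20 µM, scaled per plate between control wells, above about 37%, limit read from the data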;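 further: 0% = DMSO with enzyme and substrate and 100% = substrate only without enzyme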
#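 Measure: Control-normalized % inhibition with plate pattern correction | Test system: STEP phosphatase, cell-free reaction | Medium: pH 6.0 Bis-Tris with DTT and Tween 20 | Technique: Fluorescence, 480/540 nm | Times: Reaction 20 min, ambient temperature | Doses: Single compound dose of 20 µM, 1% DMSO final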
# SUMO1 PPI mod: modulators of human SUMO1-mediated protein-protein interactions. P63165. SUMO1 binding to a labelled peptide, TR-FRET, 1 h. inhibition, % at 20 µM. actives 0.33% (n = 360,000). AID 602429; in the data active means inhibition above about 37%
# Rpn11 block: inhibitors of human proteasome Rpn11; actives 0.59% (n = 360,000); calls only at 20 µM; O00487; AID 588493; human 26S proteasome, Ub4-pepOG fluorescence polarization; 20S core pre-blocked with epoxomicin;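 active means inhibition at 20 µM, scaled to each plate's controls, above about 33%, limit read from the data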
# LMPTP block: blocks human LMPTP phosphatase; inhibition, % at 20 µM; actives 0.22% (n = 360,000); recombinant LMPTP-A, OMFP fluorogenic substrate, fluorescence intensity; P24666;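 active means compounds that cut the enzyme signal by at least half of the control window in the single-dose screen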;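 further: plate controls were DMSO wells with enzyme plus substrate for no effect and substrate without enzyme for full effect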
#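 Buffer or medium: Bis-Tris pH 6.0, DTT, detergent; Assay system: LMPTP-A enzyme; Quantity: 0.625 nM enzyme; Detection: endpoint fluorescence intensity; Times: 50 min dark incubation at room temperature; Controls: substrate-only low control, DMSO enzyme-plus-substrate high control; Doses: single 20 µM dose; Read-out: percent inhibition versus substrate-only and uninhibited controls; Reagent: 400 µM OMFP.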
# * marks the source's active call; other numbers are inactive results; i = inactive; . = not tested or not shown; + = active, no number. The order is random (roughly 3.9% active in at least one column).
SMILES,NadD inh,Scp-1 inhibitor,CSN deneddyl inh,DNMT1 inh,MsrA inhibitor,Tb MetRS inh,STEP inh,SUMO1 PPI mod,Rpn11 block,LMPTP block
COc1cccc(C2Nc3ccc4ccccc4c3C3=C2C(=O)CCC3)c1O (centres undefined),2,-12,0,45,0.3,-1.1,-2,-4,i,-0.5
CN1CCN(C(=O)c2cn(-c3ccccc3)nc2-c2cccnc2)CC1,-2,-9,-2,-2,-0.2,-1.1,4,2,i,-4.0
CCOC(=O)C1=C(COC(=O)CNS(=O)(=O)c2ccc(C)cc2)NC(=O)NC1C (centres undefined),-9,-2,0,0,0.1,-0.4,0,-1,i,0.2
CC(C)NC(=O)Cn1c(SCC(=O)N2CCCCCC2)nc2ccccc21,7,-4,-1,1,-0.1,-0.6,1,-1,i,-1.0
CCCC(=O)N1CCCC1(C)C(=O)Nc1ccc(-n2cccc2)cc1 (centres undefined),1,.,5,2,2.0,-0.2,0,-4,i,0.5
COc1ccc(C=NNc2ccc([N+](=O)[O-])cn2)cc1,-1,2,6,14,0.3,-0.3,-2,-7,.,0.8
COc1ccc(S(=O)(=O)NCC(c2ccco2)N2CCOCC2)cc1 (centres undefined),1,-6,-5,0,1.1,-0.3,0,-5,i,-0.3
Cc1ccc(N/N=C(\C#N)C(N)=S)c(C)c1,7,-1,-4,-28,0.7,-0.6,4,2,i,0.2
Cc1ccc(OCCC(=O)OCC(=O)NC2CCCC(C)C2C)cc1 (centres undefined),-2,2,2,-5,-0.4,-0.1,4,9,i,0.0
Cc1ccc2cc(S(=O)(=O)NCCCC(=O)O)ccc2c1,0,4,1,1,-0.1,-0.4,-11,-3,i,-3.0
CCSc1nnc(NC(=O)C2(C)Cc3ccccc3C(=O)O2)s1 (centres undefined),-3,2,0,1,-0.9,-0.2,-5,2,i,0.2
Cc1ccc(NC(=O)CCc2ccccc2)cc1C,-12,.,4,0,0.0,-0.2,0,1,i,-0.9
O=C(COC(=O)C12CC3CC(CC(O)(C3)C1)C2)NC12CC3CC(CC(C3)C1)C2,-1,7,-5,2,1.0,-0.7,0,1,i,0.6
CCOC(=O)c1sc2nc(CSc3nc4ccccc4n3CC)[nH]c(=O)c2c1C,-1,-1,3,7,0.3,-0.3,-3,3,i,0.0
COc1ccc(CCC(=O)N/N=C(\C)c2ccc3c(c2)OCO3)cc1,2,-8,5,0,-0.6,-0.1,2,-1,i,0.7

# Another view of part of the listing above.
structure: CCOC(=O)C1=C(COC(=O)CNS(=O)(=O)c2ccc(C)cc2)NC(=O)NC1C (centres undefined)
- NadD inh: -9
- Scp-1 inhibitor: -2
- CSN deneddyl inh: 0
- DNMT1 inh: 0
- MsrA inhibitor: 0.1
- Tb MetRS inh: -0.4
- STEP inh: 0
- SUMO1 PPI mod: -1
- Rpn11 block: i
- LMPTP block: 0.2

structure: CC(C)NC(=O)Cn1c(SCC(=O)N2CCCCCC2)nc2ccccc21
- NadD inh: 7
- Scp-1 inhibitor: -4
- CSN deneddyl inh: -1
- DNMT1 inh: 1
- MsrA inhibitor: -0.1
- Tb MetRS inh: -0.6
- STEP inh: 1
- SUMO1 PPI mod: -1
- Rpn11 block: i
- LMPTP block: -1.0

structure: CCCC(=O)N1CCCC1(C)C(=O)Nc1ccc(-n2cccc2)cc1 (centres undefined)
- NadD inh: 1
- Scp-1 inhibitor: .
- CSN deneddyl inh: 5
- DNMT1 inh: 2
- MsrA inhibitor: 2.0
- Tb MetRS inh: -0.2
- STEP inh: 0
- SUMO1 PPI mod: -4
- Rpn11 block: i
- LMPTP block: 0.5

# Next part
SMILES,NadD inh,Scp-1 inhibitor,CSN deneddyl inh,DNMT1 inh,MsrA inhibitor,Tb MetRS inh,STEP inh,SUMO1 PPI mod,Rpn11 block,LMPTP block
CC(C)CCn1c(O)c(N=Nc2ccccn2)c2ccccc21,2,-5,5,-1,-0.2,1.0,4,-10,i,4.2
C/C(=N\NC(=O)OC(C)(C)C)c1ccccc1Br,4,1,-9,0,0.5,-0.5,1,9,i,-0.3
COCC(=O)N(C)C1(c2nnnn2CCOC(=O)Nc2cccc3ccccc23)CCCC1,10,13,-2,7,.,-0.3,2,0,i,-0.4
COc1ccc(CNC(=O)CCSCc2ccccc2C)cc1,-9,-5,-2,0,0.4,0.0,-1,6,i,-1.2
Cc1ccc(-c2nn(-c3ccccc3)cc2C2CC(c3cccs3)=NN2C(=O)CCCC(=O)O)cc1 (centres undefined),24,89*,0,-8,0.5,0.4,29,-11,i,1.3
COc1ccc(N2CCN(C(=O)CN(C)S(=O)(=O)c3ccc4c(c3)c(=O)n(C)c(=O)n4C)CC2)cc1,7,-6,-6,-1,-1.1,-0.6,-2,2,i,-0.3
Cc1ccc(S(=O)(=O)N2CCCCC2c2cccnc2)c(C)c1C (centres undefined),-4,1,5,-1,0.4,0.3,3,2,i,0.6
COc1ccc(Nc2cc(C)c3ccccc3n2)cc1,2,-1,5,0,1.7,0.2,-2,1,i,5.7
O=C(N/N=C/c1cc(Cl)ccc1O)c1ccc(Br)cc1,5,98*,44*,81*,-0.1,-0.4,91*,5,+,72*
COc1ccc(CCOC(=O)c2cccc(NC(C)=O)c2)cc1,-6,-13,-3,-2,0.5,0.2,0,2,i,0.2
COc1ccc(Cc2nnc(NS(=O)(=O)Cc3ccccc3)s2)cc1,2,-2,0,3,-0.2,-0.6,1,-1,i,-1.9
NC(=O)c1c(NC(=O)CCCn2cnc([N+](=O)[O-])n2)sc2c1CCCC2,-7,-7,1,0,0.5,-0.8,27,-17,i,0.8
O=[N+]([O-])c1ccc(N2CCN(c3ccccc3)CC2)cc1,13,-8,-3,4,1.4,0.4,0,-8,i,3.3
C=CCn1c(SCC(=O)NC2CC2)nnc1-c1cccs1,-2,-8,-3,2,-0.9,-0.5,0,8,i,0.6
COc1ccccc1NC(=O)N(C)C[C@H]1OCc2cnnn2CCCC(=O)N([C@@H](C)CO)C[C@H]1C,6,.,1,6,0.2,0.1,-1,1,i,-2.5
O=C(Nc1ccccc1)c1nc[nH]c1C(=O)NCCNC(=O)c1[nH]cnc1C(=O)Nc1ccccc1,12,-5,0,-8,1.4,-0.2,-2,4,i,-0.6
O=C(CSc1nnc(COc2ccccc2Cl)o1)Nc1ccccc1,-6,-8,-2,-5,1.3,-0.3,0,3,i,0.8
Cc1ccc(O)c(CCc2ccc(O)cc2)n1,-1,-3,-12,-1,0.1,-1.0,0,1,i,-1.8
CC(=O)c1ccc(NC(=O)COC(=O)CC2CC3CCC2C3)cc1 (centres undefined),-7,2,1,3,0.9,-0.4,0,-3,i,1.1
Cc1ccc(S(=O)(=O)N2CCN(C(=O)CCn3nc(C)c(C)c3C)CC2)cc1,-2,2,-2,0,1.0,-0.7,-1,5,i,-1.0
Cc1c(NC(=O)c2cc(-c3ccc4c(c3)OCO4)on2)c(=O)n(-c2ccccc2)n1C,-1,-4,7,0,2.3,0.3,-2,0,i,-3.0
CN(C)S(=O)(=O)c1ccc(Cl)c(C(=O)NC2CCN(Cc3ccccc3)C2)c1 (centres undefined),-6,1,0,-2,-0.5,-0.8,2,-2,i,-0.6
Nc1nc(C(F)(F)F)cc(=O)[nH]1,0,-11,0,-2,-0.8,0.2,1,1,i,-1.6
CC(=O)NC(O)C(=O)c1ccccc1 (centres undefined),0,6,-1,-2,-0.7,-0.4,-1,-1,i,-0.6
CC1CCN(C(=O)C2CCN(CC(C)c3ccccc3)CC2)CC1 (centres undefined),3,6,-3,-11,-0.7,-0.5,1,2,i,-0.5
O=C(COC(=O)c1cc2c(s1)CCCCC2)NC1CCS(=O)(=O)C1 (centres undefined),-1,-2,-1,1,0.3,-0.4,2,0,i,0.1
CCn1nc(C)c(CN2CCN(Cc3cccc(OC)c3)C(CCO)C2)c1C (centres undefined),-5,0,4,8,1.1,-0.2,2,-3,i,-2.3
CC(C)(C#N)Nc1ccccc1,4,-5,-1,5,0.8,-0.9,1,2,i,-0.3
CSc1nnc(-c2ccc(F)cc2)o1,2,-5,2,-1,-1.0,-0.5,-4,0,i,-0.2
CC1(C)C(=O)OC(/C=C\c2cccc([N+](=O)[O-])c2)C(C)(C)C1=O (centres undefined),-1,-9,-15,-1,-0.2,-0.8,2,0,i,-0.4
CCOC(=O)C1=C(C)N(C)C(=O)NC1c1cccc2ccccc12 (centres undefined),1,-10,5,0,-1.6,-0.3,-2,-5,i,-0.6
COCc1c(C(=O)NCC(c2ccco2)N2CCCC2)oc2ccccc12 (centres undefined),6,.,1,-3,0.5,-0.5,2,0,i,-0.3
CCOc1ccccc1OCC(=O)Nc1cccc(S(=O)(=O)NC2=NCCCCC2)c1,0,-7,-2,5,1.7,1.0,0,8,i,-0.5
CCS(=O)(=O)N1Cc2ccccc2CC1C(=O)N(C)Cc1ccc(OC)cc1OC (centres undefined),1,-9,0,-9,0.2,0.8,-1,-1,i,0.5
COC(=O)c1ccc(OCCOc2ccc(C(=O)OC)cc2)cc1,2,-7,5,-9,0.1,-0.8,-1,1,i,-1.1
CCCCNC(=O)c1nc(C2CCN(S(=O)(=O)c3cccc(C(F)(F)F)c3)CC2)oc1-c1ccccc1,-5,.,1,0,-0.1,-0.3,2,1,i,4.4
CC(=O)OCCCN1C(=O)c2ccc(Br)cc2C1=O,-5,-4,1,-5,-1.0,-0.6,-4,-21,i,-0.9
Cc1cc(F)ccc1S(=O)(=O)NCC1CC2CCC1C2 (centres undefined),-4,-13,1,-1,0.2,0.0,1,-2,i,0.8
CCOc1ccccc1NC(=O)CSc1nnc(CNC(=O)c2ccco2)o1,3,-2,-1,3,-0.3,0.5,0,1,i,-3.1
CCOc1cc(C(=O)Nc2cc(OC)cc(OC)c2)ccc1OCC(=O)N1CCOCC1,2,-6,-4,-4,-0.5,-0.5,-1,4,i,2.0
CCOC(=O)C1=C(c2ccccc2)N=c2s/c(=C\c3ccco3)c(=O)n2C1c1cccs1 (centres undefined),14,29,38*,58*,1.5,-0.4,4,1,i,4.9
CC(=O)c1ccc(NC(=O)C(C)OC(=O)c2ccc(NS(=O)(=O)c3ccc4[nH]c(=O)[nH]c4c3)cc2)cc1 (centres undefined),29,-10,6,-8,0.4,-0.8,0,7,i,2.5
CN(C(=O)CSc1nc(-c2ccc(F)cc2)cs1)C1CCS(=O)(=O)C1 (centres undefined),0,1,-5,0,0.7,-0.4,1,-4,i,-0.5

# Screens: PubChem BioAssay, several laboratories
